# TDP1 cell CPT – qHTS for Inhibitors of human tyrosyl-DNA phosphodiesterase 1 (TDP1): qHTS in cells in presence of CPT | chicken DT40 Tdp1-/-;hTDP1 cells + 20 nM CPT, ATP luminescence, 48 h | Potency, µM (titrated, usually from 46.2 µM), without a hit: top-dose activity change, negative = growth inhibition, hits mostly inhibitors | hit rate 12% among 420,000 | AID 686979, 2013; also: nearly all actives have a fitted effect of over 55% in size
#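 Chicken DT40 Tdp1-/- cells stably complemented with human TDP1 were seeded at 400 cells/well in medium containing 20 nM camptothecin, exposed to pin-transferred compounds, and grown at 37 °C for at least 48 hr. Viability was read as ATP luminescence.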
# KAT2A inh – qHTS Assay for Inhibitors of GCN5L2 | AID 504327, 2011 | Potency, µM (highest dose often 58.9 µM), for the others: at the top dose activity change, negative = inhibition, usual class: inhibitors | Histone acetyltransferase KAT2A (Homo sapiens), Q92830 | GCN5L2 HAT assay, ThioGlo1 CoA-SH fluorescence | hit rate 0.21% among 390,000
# Target sequence (Q92830 whole entry, looked up): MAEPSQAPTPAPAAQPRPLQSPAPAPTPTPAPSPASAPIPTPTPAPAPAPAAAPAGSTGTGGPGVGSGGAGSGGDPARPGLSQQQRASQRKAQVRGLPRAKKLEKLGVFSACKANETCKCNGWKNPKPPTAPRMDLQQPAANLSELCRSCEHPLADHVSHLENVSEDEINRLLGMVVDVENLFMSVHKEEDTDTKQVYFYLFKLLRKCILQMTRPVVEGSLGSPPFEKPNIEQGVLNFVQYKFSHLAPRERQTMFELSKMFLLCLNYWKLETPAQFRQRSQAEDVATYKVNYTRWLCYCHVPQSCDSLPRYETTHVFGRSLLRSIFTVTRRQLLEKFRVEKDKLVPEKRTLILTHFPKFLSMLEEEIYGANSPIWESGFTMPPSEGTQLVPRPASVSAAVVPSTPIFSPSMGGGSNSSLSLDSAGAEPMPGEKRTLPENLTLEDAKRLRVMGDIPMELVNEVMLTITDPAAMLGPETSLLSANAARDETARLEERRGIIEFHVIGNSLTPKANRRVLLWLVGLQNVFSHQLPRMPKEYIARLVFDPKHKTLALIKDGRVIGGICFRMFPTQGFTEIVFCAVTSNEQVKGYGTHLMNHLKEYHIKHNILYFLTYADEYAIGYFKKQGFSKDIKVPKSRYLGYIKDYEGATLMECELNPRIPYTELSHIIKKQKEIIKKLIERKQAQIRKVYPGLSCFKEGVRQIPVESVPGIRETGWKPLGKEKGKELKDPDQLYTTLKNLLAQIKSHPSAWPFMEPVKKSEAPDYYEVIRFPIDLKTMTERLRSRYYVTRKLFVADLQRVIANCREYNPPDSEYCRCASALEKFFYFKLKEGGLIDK
#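 Compounds, pin-transferred from DMSO stocks, meet 20nM GCN5L2 for 15 min before the reaction begins with H3(1-25) peptide (75uM) and acetyl-CoA (70uM). Thiol-reactive ThioGlo1 reports CoA release over 20 min at room temperature.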
# DT40 TDP1 no CPT – qHTS for Inhibitors of human tyrosyl-DNA phosphodiesterase 1 (TDP1): qHTS in cells in absence of CPT. hit rate 15% among 420,000. Potency, µM (top dose mostly 46.2 µM), for inactives: at the highest dose activity change, negative = growth inhibition, usual class: inhibitors. AID 686978, 2013. DT40 Tdp1-/- hTDP1 cells, no CPT, ATP luminescence, 48 h; also: nearly all actives have a fitted effect of over 55% in size
#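 A cellular qHTS used chicken DT40 cells lacking endogenous Tdp1 but carrying stably transfected human TDP1. Compounds were applied without camptothecin, and cell growth kinetics were judged by ATP-dependent luminescence after ≥48 hr.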
# Starred values were filed as active, the others as inactive; ? = inconclusive; · = not tested or not shown; & = joins results of further samples; [ ] = another dose, or the depositor's remark. Calls follow the shape of the dose curve; as a rule, active = well fitted curve in the direction sought with a large enough effect; inconclusive = small, poorly fitted or top-dose-only effect, or another doubt; inactive = no such curve, though single readings can be large; an effect the other way counts as inactive or inconclusive. % is scaled to controls: 0 for no effect and ±100 for the full control effect; potency is read from the fitted curve at half-maximal effect. Not all compounds are listed. The share of hits here may be higher or lower than overall.
compound	TDP1 cell CPT	KAT2A inh	DT40 TDP1 no CPT
Cn1nccc1C(=O)NCC1CCC2(CCN(Cc3c(O)ccc4ccccc34)CC2)O1 (stereo unspecified)	-24%	·	-22%
CCCCCC(=O)N[C@@H](c1ccccc1)[C@@H](O)C(=O)O[C@H]1C[C@@]2(O)[C@@H](OC(=O)c3ccccc3)C3[C@](C)(C(=O)[C@H](OC(C)=O)C(=C1C)C2(C)C)[C@@H](O)C[C@H]1OC[C@@]31OC(C)=O (stereo partly specified)	0.12µM*	-27%	0.1µM*
Brc1ccc(-c2nnc(-c3ccc4c(c3)OCO4)o2)o1	-8%	1%	-9%
O=C(CSc1ncccc1C(=O)O)Nc1ccc2c(c1)OCCO2	0%	-2%	24%
CCOC(=O)c1c(NC(=O)COC)sc(C(C)=O)c1C	2%	-4%	-28%
CCCCn1nc2cc(C(=O)N(CC)c3ccc(OC)cc3)ccc2c1OCC	1%	-1%	-20%
Cc1cc(OCC(=O)N2CCN(c3cccc(Cl)c3)CC2)c2c(C)c(C)c(=O)oc2c1	-11%	1%	-15%
COc1ccc(-c2cc(=O)oc3cc(OCC(=O)N4CCOCC4)ccc23)cc1	8%	-1%	-1%
Cc1cc(OCCCN2CCC(C(O)(c3ccccc3)c3ccccc3)CC2)ccc1Br	5.8µM*	·	5.8µM*
CC(C)C(=O)Nc1cccc(C(=O)Nc2ccccc2C(=O)O)c1	-1%	1%	-3%
CCOC(=O)c1sc2nc3n(c(=O)c2c1C)CCCCC3	4%	-5%	?
Cc1ccc(NC(=S)N2CCOCC2)cc1	6%	-3%	0%
O=C1c2ccccc2C(=O)N1Nc1ccc([N+](=O)[O-])cc1[N+](=O)[O-]	8%	-17%	-9%
COc1cccc(Cn2c(=O)c(-c3cn(C)c4ccccc34)nc3cnc(N4CCOCC4)nc32)c1	-13%	-5%	-8%
CCCCn1c(=O)[nH]c2nc3cc(N)ccc3nc2c1=O	5%	-19%	-28%

# Of the compounds above, these have sulfur.
compound	TDP1 cell CPT	KAT2A inh	DT40 TDP1 no CPT
O=C(CSc1ncccc1C(=O)O)Nc1ccc2c(c1)OCCO2	0%	-2%	24%
CCOC(=O)c1c(NC(=O)COC)sc(C(C)=O)c1C	2%	-4%	-28%
CCOC(=O)c1sc2nc3n(c(=O)c2c1C)CCCCC3	4%	-5%	?
Cc1ccc(NC(=S)N2CCOCC2)cc1	6%	-3%	0%

# Other compounds.
compound	TDP1 cell CPT	KAT2A inh	DT40 TDP1 no CPT
O=C(c1cccc(S(=O)(=O)NCc2ccc3c(c2)OCO3)c1)N1CCCC1	1%	-6%	-21%
O=[N+]([O-])c1cccc(S(=O)(=O)N2CCN(c3nc(-c4ccccc4)nc4ccccc34)CC2)c1	-1%	·	-8%
COCCn1c(C)cc(C(=O)COC(=O)CCN2C(=O)c3ccccc3C2=O)c1C	-20%	-2%	-8%
O=C(COC(=O)c1ccc(Cl)c([N+](=O)[O-])c1)NC1CCCC1	-20%	-25%	10%
O=C1/C(=C\c2ccc([N+](=O)[O-])cc2)CS(=O)(=O)C/C1=C/c1ccc([N+](=O)[O-])cc1	0.026µM*	·	0.023µM*
O=[N+]([O-])CC(c1ccccc1)P(=O)(c1ccccc1)c1ccccc1 (stereo unspecified)	-8%	17%	-1%
OCc1cc(CO)c(O)c(CCc2ccccc2)n1	3%	-1%[0.501 µM]	-13%
c1ccc(-c2nnc(N3CCOCC3)nc2-c2ccccc2)cc1	16µM*	-3%	?
Cc1ccc(S(=O)(=O)N2CCOCC2)cc1C(=O)N(C)CCOc1ccc(Cl)cc1	?	-14%	16µM*
CCOc1cc(NC(=S)NCCCN2CCOCC2)c(OCC)cc1NC(=O)c1cccc(F)c1	2%	-9%	3%
COCCCN1C(=O)C(=O)/C(=C(/O)c2ccc(S(=O)(=O)N3CCOCC3)cc2)C1c1ccc(C)cc1 (stereo unspecified)	1%	-23%	-3%
O=C1CCCc2c1cc(C(=O)Nc1ccc(Cl)cn1)c(=O)n2-c1ccccc1	1%	-3%	-3%
COc1ccc(CCNC(=O)C2c3ccccc3C(=O)N2CCC(C)C)cc1OC (stereo unspecified)	-21%	-11%	3%
Cc1ccc(S(=O)(=O)N2CCN(c3nc(-c4ncccn4)nc4ccccc34)CC2)cc1	?	·	11µM*
O=S(=O)(c1ccc(NC(=S)N/N=C/c2c3ccccc3cc3ccccc23)cc1)N1CCOCC1	2.6µM*	-4%	3.7µM*
O=C(O)c1ccccc1Cc1ccc(F)c2ccccc12	50%[activator]	·	4%
O=C1c2ccccc2C(Nc2cccc(C(F)(F)F)c2)N1Cc1ccco1 (stereo unspecified)	23µM*	?	16µM*
Cc1ccc(CN2CC(C(=O)N3CCN(S(=O)(=O)c4cc(C)ccc4C)CC3)CC2=O)cc1 (stereo unspecified)	?	-3%	?
CCN(CC)c1nc(C#N)nc(N(CC)CC)n1	?	-2%	-16%&-14%
Cc1cc(NC(=O)c2cc(-c3ccc(O)cc3)on2)no1	-1%	-1%	-2%
O=C(Nc1ccccc1)N1CCNCC1	-9%	-2%	-3%
CC(C)[C@H](NC(=O)C1CCN(S(=O)(=O)c2ccccc2)CC1)C(=O)NCc1ccco1	-2%	3%	16%
CCC1C(=O)NCCN1Cc1ccc2c(c1)CN(Cc1ccc3c(c1)OCCO3)CCO2 (stereo unspecified)	?	·	-28%
Cc1cc(OC(C)C(=O)NCC2CCC(C(=O)O)CC2)c2c(C)cc(=O)oc2c1 (stereo unspecified)	-14%	-25%	2%
COc1ccc(/C=N/NC(=O)c2[nH]nc3c2CCc2ccccc2-3)cc1OC	6.5µM*	-10%	2.6µM*
COc1ccc(NS(=O)(=O)c2cccc(NC(=O)CCS(=O)(=O)c3ccccc3)c2)cc1	?	-4%	?
CCC(Sc1ncnc2c1nnn2-c1ccc(F)cc1)C(=O)OC (stereo unspecified)	?	-1%	?
CC(C)CC(NC(N)=O)C(=O)NCc1ccc(Cl)cc1 (stereo unspecified)	-8%	-1%	1%
CCC(CC)c1nnc(NC(=O)CS(=O)(=O)Cc2ccccc2)s1	3%	·	-1%
CC1CCc2c(sc(NC(=O)c3ccccc3C(=O)O)c2C#N)C1 (stereo unspecified)	0%	-15%	-14%
O=C(COc1ccc(Cl)cc1Cl)N(c1ccccn1)C1CCCCC1	26µM*	-2%	?
COc1cccc(CN2CC(C(=O)N3CCN(c4ccc(Cl)cc4)CC3)CCC2=O)c1 (stereo unspecified)	23µM*	?	21µM*
COc1ccc(CCNC2=NCCS2)cc1OC	16%	21%	-12%
Cc1nc(Cc2nnc(SCC(=O)N(C)c3ccccc3)o2)cs1	2%	0%	-6%
C=CCNC(=O)CN(Cc1ccccc1)S(=O)(=O)c1ccc(C)cc1	?	2%	-20%
Cc1cccc(-n2cnc(C(=O)N/N=C/c3ccccc3)c2)n1	-21%	0%	?
COc1ccc([N+](=O)[O-])cc1NC(=O)C(C)OC(=O)CSC(C)C(=O)Nc1cc(C)on1 (stereo unspecified)	0%	1%	-8%
CCOc1ccc(NC(=O)CC2C(=O)N(c3ccc(OC)cc3)C(=S)N2Cc2ccccn2)cc1 (stereo unspecified)	-6%	-6%	?
C/C(=N\NC(=O)c1cccc([N+](=O)[O-])c1)c1ccncc1	12%	2%	12%
CCN(CC(=O)Nc1c(F)cccc1F)C(=O)c1ccc2ncsc2c1	13%	2%	9%
Cc1cccc(NC(=O)c2nc[nH]c2C(=O)NC[C@H](C)O)c1	-20%	·	?
O=C(Nc1ccon1)c1ccc(Cl)c(S(=O)(=O)N2CCCCC2)c1	?	2%	23µM*
Cc1ccc(S(=O)(=O)NNC(=O)c2cc3cc4ccccc4nc3s2)cc1	1%	-4%	-22%
Cc1ccc(-c2nc3sc4c(N)ncnc4c3c3c2CCCC3)cc1	-18%	-4%	-9%
O=c1oc2ccccc2c(N2CCOCC2)c1[N+](=O)[O-]	?	-7%	?
CC(CNC(=O)c1cccnc1)NC(=O)c1cccnc1 (stereo unspecified)	3%	1%	-2%
C[C@H]1CN([C@@H](C)CO)C(=O)CCCn2nncc2CO[C@@H]1CN(C)S(=O)(=O)c1ccccc1	0%	·	1%
O=C(CCCOc1ccc(Cl)cc1Cl)NN1CCOCC1	-9%	2%	-5%
COc1ccc(C(=O)CC(Nc2ccc([N+](=O)[O-])cc2)c2ccc(OC)cc2)cc1 (stereo unspecified)	?	-5%	18µM*
CCCN1CCC(=O)N([C@H](CSc2ccccc2)c2ccccc2)CC1	13µM*	1%	18µM*
OC(c1ccc(F)c(F)c1)c1nc(-c2cnc3ccccc3c2)cs1 (stereo unspecified)	?	·	21µM*
O=C(OCn1ncc(Br)c(Br)c1=O)c1ccc(F)cc1	1µM*	-4%	1µM*
CCCNC(=S)N1CCN(Cc2ccc3c(c2)OCO3)CC1	-26%	-1%	-26%
Cc1cc(C)n(C(=O)c2ccc(S(=O)(=O)NCC3CCCO3)cc2)n1 (stereo unspecified)	6%	3%	-12%
O=C(NCc1ccco1)C1CCCN(S(=O)(=O)c2cc(Cl)ccc2Cl)C1 (stereo unspecified)	?	2%	-10%
O=C(Cn1ncc2c3ccccc3n(Cc3ccccc3)c2c1=O)N1CCN(c2ncccn2)CC1	-22%	-16%	?
CC(C)N(Cc1cnn(C)c1)Cc1nc(Cc2ccccc2Cl)no1	1%	-4%	?
c1ccc2c(c1)CC(N1CCCCC1)c1ccccc1N2 (stereo unspecified)	-8%	0%	-7%
CC(C)Cc1nc(N2CCN(C(=O)C(C)C)CC2)c(C#N)c2c1CCC2	21µM*	-12%	?
COc1cccc(NC(=O)C(Sc2nc3ccccc3c(=O)n2CC(C)C)c2ccccc2)c1 (stereo unspecified)	-22%	-8%	?

# Profiles, quoted from the list. Order of values: TDP1 cell CPT	KAT2A inh	DT40 TDP1 no CPT
# Shown for CC(CNC(=O)c1cccnc1)NC(=O)c1cccnc1 (stereo unspecified) : 3%	1%	-2%
# Shown for COc1cccc(NC(=O)C(Sc2nc3ccccc3c(=O)n2CC(C)C)c2ccccc2)c1 (stereo unspecified) : -22%	-8%	?

# Other entries.
compound	TDP1 cell CPT	KAT2A inh	DT40 TDP1 no CPT
COc1ccccc1C(c1nnnn1CS(=O)(=O)c1ccc(C)cc1)N1CCSCC1 (stereo unspecified)	?	-3%	?
COc1ccc(S(=O)(=O)Cc2ccc(C(=O)N3CCN(C(=O)c4ccco4)CC3)o2)cc1	-19%	-4%	-12%
Cc1cc(C)n2nc(C(=O)OC(C)C(=O)c3ccccc3)nc2n1 (stereo unspecified)	6%	?	1%
C/C(=N/NC(=O)c1ccccn1)c1c[nH]c2ccccc12	?	-3%	?
COc1ccc(OC)c(-c2nnc3n(CCc4ccccc4)c(=O)c4ccccc4n23)c1	8.2µM*	-10%	16µM*
COc1ccc(N(C(=O)/C=C/C(=O)Nc2cc(C)on2)C(C(=O)NC2CCCC2)c2ccccc2C)cc1 (stereo unspecified)	?	-4%	21µM*
O=C(COc1ccccc1)NNc1nc2c(F)cccc2s1	7%	15%	2%
CCc1ccccc1NC(=S)NNC(=O)c1ccccc1Cl	6.5µM*	-13%	5.8µM*
O=C(COC(=O)/C=C/c1ccccc1[N+](=O)[O-])Nc1ccc(S(=O)(=O)N2CCOCC2)cc1	5%	-6%	-17%
CCCN(C(=O)Cn1nc(Cc2cccnc2)c2ccccc2c1=O)c1ccc(C(C)C)cc1	23µM*	-15%	26µM*
CCOc1ncccc1C(=O)NCC(c1ccccc1)N(C)C (stereo unspecified)	?	0%	1%
CCC(=O)c1ccc(OCC(=O)Nc2ccc3nc(C)sc3c2)cc1	16µM*	-2%	?
Cc1ccc(NC(=O)c2ccc3c(=O)n4c(nc3c2)CCCCC4)nc1	-10%	-19%	-28%
COc1ccc2nc(SCC(=O)NC3CCCCC3C)[nH]c2c1 (stereo unspecified)	16µM*	-8%	9.2µM*

# Looked up above.
# CCC(=O)c1ccc(OCC(=O)Nc2ccc3nc(C)sc3c2)cc1 in KAT2A inh: -2%
# CCc1ccccc1NC(=S)NNC(=O)c1ccccc1Cl in TDP1 cell CPT: 6.5µM*
# CCCN(C(=O)Cn1nc(Cc2cccnc2)c2ccccc2c1=O)c1ccc(C(C)C)cc1 in KAT2A inh: -15%
# Cc1cc(C)n2nc(C(=O)OC(C)C(=O)c3ccccc3)nc2n1 (stereo unspecified) in DT40 TDP1 no CPT: 1%

# From PubChem
